# Bim-Bcl-B = inhibitors of Bim-Bcl-B binding, primary screen, biochemical, multiplexed, human Bcl-2 family; AID 951, 2007; Bcl-2-like protein 10 (Homo sapiens), Q9HD36; bead-based flow cytometry, Bim peptide-Bcl-B binding; inhibition, % at 10 µM; 190,000 tested, 0.073% active;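 also: 0% = tracer peptide without compound and 100% = reference inhibitor peptide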
# Target sequence (Q9HD36 whole entry, looked up): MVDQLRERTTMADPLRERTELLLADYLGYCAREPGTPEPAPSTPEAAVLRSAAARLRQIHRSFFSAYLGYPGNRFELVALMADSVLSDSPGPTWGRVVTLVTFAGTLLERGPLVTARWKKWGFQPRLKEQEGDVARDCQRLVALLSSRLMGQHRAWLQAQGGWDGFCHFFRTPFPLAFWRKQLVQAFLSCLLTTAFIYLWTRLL
# RGS8-Gao = RGS8-Galphao binding modulators, primary screen, biochemical, multiplexed bead flow cytometry; response (percent of control binding), % at 10 µM; actives lie on both sides; 220,000 tested, 0.34% active; in the data active = response below about 60% or above about 140%; inactive = in between;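 also: Galphao activated as the GDP aluminium fluoride complex binding bead-coupled RGS8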
# Bcl-2 Bim block = inhibitors of Bim-Bcl-2 binding, primary screen, biochemical, multiplexed, human Bcl-2 family; Bead-based flow cytometry, Bim peptide-Bcl-2 binding; inhibition, % at 10 µM; 190,000 tested, 0.06% active; in the data active = inhibition above about 40%; inconclusive = no clear call, values can overlap the other calls;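 also: 0% = no compound wells with probe peptide and 100% = reference peptide inhibitor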
# Target sequence (P10415 whole entry, looked up): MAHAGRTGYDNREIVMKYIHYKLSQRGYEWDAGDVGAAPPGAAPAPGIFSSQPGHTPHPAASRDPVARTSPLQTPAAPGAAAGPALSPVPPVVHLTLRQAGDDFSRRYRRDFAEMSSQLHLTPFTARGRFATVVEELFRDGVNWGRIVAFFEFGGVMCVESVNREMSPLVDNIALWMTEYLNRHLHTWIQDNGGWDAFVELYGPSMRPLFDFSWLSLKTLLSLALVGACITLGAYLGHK
# Bfl-1 Bim block = inhibitors of Bim binding to Bfl-1, primary screen, biochemical, multiplexed, bead-based flow cytometry | inhibition, % at 10 µM | Bim-Bfl-1 binding inhibition | 190,000 tested, 0.12% active | Bcl-2-related protein A1 (Homo sapiens), Q16548;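 also: 0% = wells without compound plus tracer and 100% = blocker peptide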
# Bcl-XL Bim block = inhibitors of Bim-Bcl-XL binding, primary screen, biochemical, multiplexed, bead flow cytometry, human Bcl-XL; 190,000 tested, 0.04% active; Bim peptide-Bcl-XL binding, fluorescence; inhibition, % at 10 µM
# Bim-Bcl-W = inhibitors of Bim binding to Bcl-W, primary screen, biochemical, multiplexed, bead-based flow cytometry. Bim peptide-Bcl-W binding. inhibition, % at 10 µM. 190,000 tested, 0.02% active;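 also: 0% = bound tracer without compound and 100% = peptide blocker; higher means less fluorescent Bim peptide bound to Bcl-W beads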
# RGS4-Gao reg = modulators of RGS4 binding to Galphao, primary screen, biochemical, multiplexed bead flow cytometry; Guanine nucleotide-binding protein G(o) subunit alpha (Homo sapiens), P09471; actives lie on both sides; binding response (% of control), % at 10 µM; 220,000 tested, 0.33% active; in the data active = binding response below about 49% or above about 150%; inactive = in between;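 also: fluorescent Galphao activated with aluminum fluoride binding bead-coupled RGS4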
# Mcl1-Bid inh = Mcl-1/Bid binding inhibitors, primary screen, biochemical, TR-FRET, 1536-well; Induced myeloid leukemia cell differentiation protein Mcl-1 (Homo sapiens), Q07820; TR-FRET Mcl-1/Bid-Dy647 peptide binding; inhibition, % at 21.7 µM; 220,000 tested, 0.97% active; AID 1021, 2008;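 active = compounds that cut the binding signal by more than half at the single screening dose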;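 also: His-tagged Mcl-1 with europium anti-His antibody binding Bid BH3 peptide; 0% = Mcl-1 plus peptide wells and 100% = peptide-only wells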
# Target sequence (Q07820 whole entry, looked up): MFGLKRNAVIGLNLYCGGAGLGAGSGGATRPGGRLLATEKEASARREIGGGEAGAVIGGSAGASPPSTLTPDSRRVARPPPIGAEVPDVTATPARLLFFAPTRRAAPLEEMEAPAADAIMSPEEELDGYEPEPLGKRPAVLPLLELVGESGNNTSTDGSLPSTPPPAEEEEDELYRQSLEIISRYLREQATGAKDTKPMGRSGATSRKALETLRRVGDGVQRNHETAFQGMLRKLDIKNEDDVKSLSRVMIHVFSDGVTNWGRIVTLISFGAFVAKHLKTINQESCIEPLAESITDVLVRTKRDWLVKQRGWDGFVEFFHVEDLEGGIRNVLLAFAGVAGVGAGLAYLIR
# Mcl-1 Bim block = inhibitors of Bim peptide binding to Mcl-1, primary screen, biochemical, bead-based flow cytometry, multiplex | Bim peptide-Mcl-1 binding | inhibition, % at 10 µM | 190,000 tested, 0.1% active | AID 1009, 2008;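 also: 0% = no compound tracer wells and 100% = peptide blocker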
# RGS7-Gao reg = RGS7-Galphao binding modulators, primary screen, biochemical, multiplexed bead flow cytometry; Guanine nucleotide-binding protein G(o) subunit alpha (Homo sapiens), P09471; binding response (% of control), % at 10 µM; 220,000 tested, 0.35% active; actives lie on both sides; in the data active = binding response below about 49% or above about 150%; inconclusive = no clear call, values can overlap the other calls; inactive = in between;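 also: fluorescent Galphao held in activated GDP-AlF4 state binding bead-coupled RGS7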
# Mcl1 Noxa PPI = Mcl-1/Noxa binding inhibitors, primary screen, biochemical, TR-FRET, 1536-well. Induced myeloid leukemia cell differentiation protein Mcl-1 (Homo sapiens), Q07820. TR-FRET Mcl-1/Noxa peptide binding, 2 h. inhibition, % at 21.7 µM. 220,000 tested, 1.5% active;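 active = compounds that cut the protein-peptide binding signal by more than 50% relative to plate controls in a single-dose test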;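 also: His-tagged Mcl-1 with rhodamine Noxa BH3 peptide and terbium anti-His antibody; 0% = Mcl-1 plus Noxa peptide wells and 100% = peptide-only wells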
# * = called active by the depositor; ? = inconclusive; / = no result given. Rule as the data show it, unless noted: active = inhibition above about 40%.
SMILES,Bim-Bcl-B,RGS8-Gao,Bcl-2 Bim block,Bfl-1 Bim block,Bcl-XL Bim block,Bim-Bcl-W,RGS4-Gao reg,Mcl1-Bid inh,Mcl-1 Bim block,RGS7-Gao reg,Mcl1 Noxa PPI
C/C(CCc1ccccc1)=N\NC(=O)CCc1ccccc1,-3,101,0,0,-5,-1,103,-14,-2,102,2
CCOC(=O)CSC1=Nc2ccccc2C2=NC(CC(=O)NCc3cccs3)C(=O)N12 (centres undefined),0,99,1,1,1,-3,101,-17,-1,102,-8
NC(=S)N=Nc1c(O)n(Cc2ccccc2)c2ccccc12,-5,102,-5,-1,-7,-5,105,-44,-6,106,11
CC(C(=O)NCC1CCCCC1)N1CCc2ccccc2C1 (centres undefined),-3,106,-1,-1,-4,0,104,-26,0,103,-8
Nc1cc(-c2ccc(Br)cc2)nn1Cc1ccccc1,0,96,-1,-3,0,0,101,-29,1,95,3
COc1ccc(NC(=O)c2ccc(NC(=O)COC(=O)CC(NC(=O)c3ccccc3Cl)c3ccccc3)cc2)cc1 (centres undefined),-10,100,-8,-5,-9,-6,100,-1,-8,101,-6
Cc1cc(C)n(-c2n[nH]c(C)c2[N+](=O)[O-])n1,0,100,0,3,1,-3,101,-17,-2,104,-22
O=C(/C=C/c1cccs1)Nc1nncs1,/,104,/,/,/,/,104,-5,/,?,-11
CN1CCN(CCC(=O)Nc2ccc(Br)cc2)CC1,0,100,0,-2,0,3,100,-47,3,99,6
COc1ccccc1OCCOc1ccc(C(=O)c2ccccc2)cc1,-3,103,-8,-19,-1,-1,99,6,-1,98,8
CC(=O)c1ccc(OCC(=O)NCc2ccc(F)cc2)cc1,1,100,0,-4,-2,5,96,3,3,96,-5
CC(NC(=O)c1cccs1)C(c1cccs1)N1CCN(c2ccccc2)CC1 (centres undefined),-1,103,0,-2,-4,-1,101,-10,-2,103,14
CC(=O)Nc1ccc(S(=O)(=O)NCC2CCC(C(=O)NCCC3=CCCCC3)CC2)cc1 (centres undefined),-3,103,-3,-10,0,3,107,-9,2,104,10
COCCN1CN(S(=O)(=O)c2ccc(Cl)cc2)c2nc3ccccc3nc21,-5,101,-3,-6,-2,-2,103,-15,0,100,-16
COc1ccc(-n2c(Cc3cccn3C)nnc2SCC(=O)N2CCCc3ccccc32)cc1,-2,100,-3,0,-4,-1,99,-37,0,97,4
COc1cccc(-c2nn(-c3ccccc3)cc2CN(C)Cc2c(C)nc3ccccn23)c1,-10,94,-5,-5,-12,-1,102,-13,-2,97,12
CC1=CC(C)(C)N2C(=O)C(=O)c3cc(OC(=O)c4ccco4)cc1c32,0,97,2,2,-2,-1,95,-21,-1,85,10
COc1ccc(C(=O)NCC23C=CC(O2)C2C(=O)N(Cc4ccccc4)C(=O)C23)cc1 (centres undefined),2,99,2,0,1,1,95,-33,1,97,-17
CCCC(=O)Nc1c(-c2ccc(OC)cc2)c(=O)c2ccccc2n1C,-8,100,-7,-5,7,-4,97,2,-1,100,10
O=C(CNc1ccc(F)cc1)c1ccccc1,-7,103,-3,-5,-4,-3,102,-35,-3,103,0
CC(=O)c1ccc(N2CCC(c3cc(-c4ccc(Cl)cc4Cl)n[nH]3)CC2)c([N+](=O)[O-])c1,0,95,0,0,1,0,99,19,3,98,0
CCCn1c(O)c(N=Nc2ccc3ccccc3n2)c2ccccc21,-17,102,-10,-6,-16,-13,99,-3,-30,98,12
O=C(NC1=NCCS1)c1ccc(-c2ccc(Cl)cc2)o1,-2,100,0,-1,-4,-3,96,0,-1,98,0
O=C(NCc1ccco1)c1n[nH]c(=O)c2ccccc12,2,111,0,3,0,2,107,-32,0,106,25
Cc1ccc2nc(SCC(=O)c3c(N)n(C)c(=O)n(C)c3=O)[nH]c2c1,-4,101,-3,-4,-3,0,103,-29,0,?,24

# Look-ups from the entries so far.
# Result for `O=C(NCc1ccco1)c1n[nH]c(=O)c2ccccc12` in Mcl1 Noxa PPI: 25
# Result for `CC(=O)c1ccc(N2CCC(c3cc(-c4ccc(Cl)cc4Cl)n[nH]3)CC2)c([N+](=O)[O-])c1` in RGS4-Gao reg: 99
# Result for `C/C(CCc1ccccc1)=N\NC(=O)CCc1ccccc1` in Bcl-2 Bim block: 0
# Result for `O=C(/C=C/c1cccs1)Nc1nncs1` in RGS4-Gao reg: 104
# Result for `COc1cccc(-c2nn(-c3ccccc3)cc2CN(C)Cc2c(C)nc3ccccn23)c1` in Bim-Bcl-W: -1
# Result for `COCCN1CN(S(=O)(=O)c2ccc(Cl)cc2)c2nc3ccccc3nc21` in Mcl-1 Bim block: 0
# Result for `CC1=CC(C)(C)N2C(=O)C(=O)c3cc(OC(=O)c4ccco4)cc1c32` in RGS7-Gao reg: 85

# Some of the entries so far, with values ahead of the structure:
Bim-Bcl-B	RGS8-Gao	Bcl-2 Bim block	Bfl-1 Bim block	Bcl-XL Bim block	Bim-Bcl-W	RGS4-Gao reg	Mcl1-Bid inh	Mcl-1 Bim block	RGS7-Gao reg	Mcl1 Noxa PPI	Structure
-2	100	-3	0	-4	-1	99	-37	0	97	4	COc1ccc(-n2c(Cc3cccn3C)nnc2SCC(=O)N2CCCc3ccccc32)cc1
1	100	0	-4	-2	5	96	3	3	96	-5	CC(=O)c1ccc(OCC(=O)NCc2ccc(F)cc2)cc1
-3	101	0	0	-5	-1	103	-14	-2	102	2	C/C(CCc1ccccc1)=N\NC(=O)CCc1ccccc1
-5	101	-3	-6	-2	-2	103	-15	0	100	-16	COCCN1CN(S(=O)(=O)c2ccc(Cl)cc2)c2nc3ccccc3nc21
-17	102	-10	-6	-16	-13	99	-3	-30	98	12	CCCn1c(O)c(N=Nc2ccc3ccccc3n2)c2ccccc21
0	95	0	0	1	0	99	19	3	98	0	CC(=O)c1ccc(N2CCC(c3cc(-c4ccc(Cl)cc4Cl)n[nH]3)CC2)c([N+](=O)[O-])c1

# Going on with the list:
SMILES,Bim-Bcl-B,RGS8-Gao,Bcl-2 Bim block,Bfl-1 Bim block,Bcl-XL Bim block,Bim-Bcl-W,RGS4-Gao reg,Mcl1-Bid inh,Mcl-1 Bim block,RGS7-Gao reg,Mcl1 Noxa PPI
O=C(NCC(F)(F)F)Nc1nnc(C(F)(F)F)s1,-4,95,-3,-8,-1,1,91,-10,0,89,0
Cc1cccc(-c2nc(C#N)c(NC3CCCCC3)o2)c1,2,100,-1,1,-2,1,100,-12,1,99,-17
O=C(NCC1CCCO1)c1ccc(CNS(=O)(=O)c2cccc(Cl)c2)cc1 (centres undefined),-4,103,-2,-6,-5,0,102,-9,-1,96,5
N#Cc1c(NC(=O)CSc2nc3c(c(C(F)(F)F)n2)CCc2ccccc2-3)sc2c1CCCC2,-1,101,2,2,2,-2,101,-14,0,102,6
COc1cc2[nH]c(=S)n(CC3CCCO3)c(=O)c2cc1OC (centres undefined),-16,101,-8,-5,-6,2,105,-7,-5,102,-1
CN1CCc2c(sc3c2c(=O)n(-c2ccc(Cl)cc2)c2nncn32)C1,-8,100,0,0,-7,0,101,-24,-5,107,31
CC(NC(=O)Cn1c(NCCO)nc2ccccc21)c1ccccc1 (centres undefined),-2,101,-3,-2,-5,-3,100,4,0,96,-18
Cc1cccc(C)c1OCC(O)Cn1c2ccccc2c2ccccc21 (centres undefined),-9,102,-6,-14,-6,0,100,-10,-2,101,-4
CC(=O)NC(Cc1ccccc1)c1ccc2c(c1)OCCCO2 (centres undefined),-3,98,1,1,-2,0,99,-26,-2,100,8
Cc1cc(C(=O)NCc2cc(C(=O)O)co2)co1,-1,101,-6,-1,0,1,98,-32,0,104,9
CC1=C(C(=O)Nc2ccccc2)C(c2ccco2)NC(=O)N1 (centres undefined),-3,101,-5,7,-3,-1,103,-10,-2,103,12
CCNC(=O)NC(=O)C(C)Oc1ccc(Br)cc1Br (centres undefined),-9,102,-3,-7,-2,-3,101,-5,0,99,5
Cc1cc(NC(=O)Cn2nnc3sc4c(c3c2=O)CCC(C(C)(C)C)C4)no1 (centres undefined),-4,102,-12,-16,-9,0,101,-14,-2,98,11
Cn1cc([N+](=O)[O-])c(C(=O)NCc2cc3ccccc3[nH]2)n1,-4,102,-1,0,-5,-3,102,-10,-2,101,19
O=C(NNC1CC(=O)N(c2ccccc2)C1=O)c1ccccc1Cl (centres undefined),/,101,/,/,/,/,102,-22,/,?,6
CN(CCc1cn[nH]c1)C(=O)CC1C(=O)NCCN1Cc1cccc(Oc2ccccc2)c1 (centres undefined),-6,100,-4,-3,-5,-5,101,-33,-1,99,23
C#CCOc1ccccc1CNc1ccccc1,-4,105,-6,-2,0,-1,101,-73,-3,101,6
COc1ccc(C=O)cc1CSc1ccccn1,/,96,/,/,/,/,94,-54,/,?,2
CCN(CC(=O)Nc1ccc(OC(F)F)cc1)C1CCCCC1,-2,100,-5,-2,-3,-3,102,-2,2,99,3
COC(=O)C1CSC(C(=O)OC)N1C(=O)CN1CCN(c2ccc(OC)cc2)CC1 (centres undefined),-4,100,-4,-6,0,1,102,-37,-4,?,18
O=C(C(c1ccccc1)c1ccccc1)N1CCN(CC(O)COc2ccccc2)CC1 (centres undefined),-10,97,-12,-9,3,-3,97,-22,-2,97,1
CC(C)c1ccc(NC(=O)N2CCC(c3nc4ccccc4o3)CC2)cc1,-4,101,-4,-4,-5,-6,111,-5,-4,106,-9
O=C(NCc1ccccc1)c1ccc(Cl)nc1,1,105,0,-5,1,2,106,-13,1,105,7

# Screening data deposited in PubChem by several laboratories.
